Source: PubChem BioAssay (Vanderbilt High Throughput Screening Facility)
Cav3 T inh: inhibitors of human Cav3.2 T-type calcium channel; 4% of 100,000 active; Cav3.2-expressing cells, Fluo-4 calcium fluorescence FDSS; active compounds read low; B-score at 10 µM; AID 449739; O95180;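 active means single-dose well whose peak fluorescence ratio is a statistical outlier from its plate by either plate-standardised score or position-corrected B-score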
* = called active by the depositor. Some of the compounds tested, so the mix of outcomes need not match the whole.

Cav3 T inh	SMILES
0.46	Cn1c(C(=O)OC(C(=O)NC2CCCC2)c2cccnc2)cc2sccc21 (stereo not given)
0.89	COCCNC(=O)CC(c1ccccc1)c1ccccc1
2.2	COc1ccc(S(=O)(=O)N2CCOC2CNC(=O)C(=O)NCCCn2ccnc2)cc1OC (stereo not given)
0.97	Cc1sc(=NC(=O)c2ccco2)n(C)c1-c1ccc(F)cc1
1.3	COc1ccc(N2CCN(c3ccc(NC(=O)C4CCCCC4)cc3C#N)CC2)cc1
0.089	COc1ccc(S(=O)(=O)Nc2ccccc2C(=O)NC(C)C)cc1OC
0.12	CCS(=O)(=O)N1CCCC(C(=O)NCCc2ccccc2)C1 (stereo not given)
-0.63	CNC(=O)c1c(NC(NC(=O)c2ccco2)C(=O)c2ccc(Cl)cc2)sc2c1CCCC2 (stereo not given)
-0.0011	COc1ccc(N(CC(=O)NCc2ccccc2OC)S(=O)(=O)c2c(C)nn(C)c2C)cc1
-3.2	O=C(Cn1nnc(-c2ccccc2Cl)n1)NCc1ccc2c(c1)OCO2
-0.072	CCOC(=O)c1cnc(Nc2nc3ccccc3o2)nc1CSc1nnc(C)s1
-0.26	Cc1cc(C)nc(SCCC(=O)N2CCOCC2)n1

Structural class, the entries above containing a thiophene ring, fused or not (2)
Cav3 T inh	SMILES
0.46	Cn1c(C(=O)OC(C(=O)NC2CCCC2)c2cccnc2)cc2sccc21 (stereo not given)
-0.63	CNC(=O)c1c(NC(NC(=O)c2ccco2)C(=O)c2ccc(Cl)cc2)sc2c1CCCC2 (stereo not given)

Further compounds follow:
Cav3 T inh	SMILES
0.2	O=C(O)C1C2C=CC(C2)C1C(=O)Nc1nccs1 (stereo not given)
-2.4	CCCCCOc1ccc(N2C(=O)CC(N(O)c3ccccc3)C2=O)cc1 (stereo not given)
-0.0095	CC12CN3CC(C)(CN(C1)C3c1ccc(Br)cc1O)C2 (stereo not given)
0.4	O=P(COCCOCP(=O)(c1ccccc1)c1ccccc1)(c1ccccc1)c1ccccc1
-0.75	Cc1nc(-c2cccc(NC(=O)c3cc4cc(Br)ccc4oc3=O)c2)cs1
-0.04	CCOc1ccccc1C(=O)NC1CC2CCCC(C1)N2Cc1ccccc1 (stereo not given)
0.0088	CCOC(=O)C(C)Oc1cccc2c(=O)n(CC(=O)N3CCN(C(=O)OCC)CC3)ccc12 (stereo not given)
1.2	CN1C(C(=O)NCC2CC2)CC2Cn3c(nc4cc(Cl)c(Cl)cc43)C21 (stereo not given)
-2.4	CC(C)c1ccc(Oc2cccc(C(=O)/C(C#N)=C/N(C)C)c2)cc1
-0.095	Cc1nnc(NC(=O)NC(C)N2C(=O)C3C4C=CC(C4)C3C2=O)s1 (stereo not given)
0.49	CCOC(=O)C1CCN(C(=O)Nc2ccccc2Cl)CC1
-0.61	CCOc1ccccc1NC(=O)CSc1nnc(-c2ccco2)n1Cc1ccco1

Cav3 T inh	SMILES
-1.5	O=C(CCCSc1nc2ccccc2s1)Nc1nccs1
1.1	Cc1cccc(NC(=S)NNC(=O)CCn2nc(C)c([N+](=O)[O-])c2C)c1
-0.05	COc1ccc(OC)c(S(=O)(=O)N(C)CC(=O)N2CCN(c3ccccc3)CC2)c1
1.1	NC(=O)CC1NC(=O)c2ccccc21 (stereo not given)
0.25	CN1CCN(CCC(=O)Nc2ccc3c(c2)OCO3)CC1
-0.035	O=C(Nc1ccc2nc[nH]c2c1)c1ccco1
0.16	COCCn1nnnc1CN1CCC(O)(c2cccc(C(F)(F)F)c2)CC1
0.045	c1ccc(Sc2cnc3ccccc3n2)cc1
-0.49	Cc1ccc(C(=O)Nc2c(C)n(C)n(-c3ccccc3)c2=O)cc1S(=O)(=O)N1CCOCC1
0.49	O=C(CCN1C(=O)c2ccccc2C1=O)NCc1ccncc1
0.051	C=C(C)C(=O)N1CC2(CC(c3cccc(NC(=O)COc4ccc(Cl)cc4)c3)=NO2)C[C@@H]1C(N)=O (stereo not given in full)
0.96	CCOC(=O)c1sc(N)c(C(=O)OCC)c1COC(=O)C1CC(=O)N(Cc2ccco2)C1 (stereo not given)

Cav3 T inh	SMILES
0.07	CCCC1CCc2c(sc(N)c2C(N)=O)C1 (stereo not given)
-3.4*	c1ccc(CC2CCN(C(c3cccs3)c3nnnn3C3CCCC3)CC2)cc1 (stereo not given)
0.035	OCC[C@@H]1C[C@H](O)[C@@H](O)[C@@]2(CCCO2)O1
0.37	Cc1cc(C)c2nc(N3CCCC(C(=O)NCCN4CCOCC4)C3)sc2c1 (stereo not given)
0.97	COc1ccc(C(=O)NC2CCSC2=O)cc1 (stereo not given)
-0.086	CCCCCCN1C2=NCCN2c2ccccc21
-0.33	COc1ccc(C(=O)NC(=S)Nc2cccc(Cl)c2N2CCOCC2)cc1[N+](=O)[O-]
0.16	CC(=O)c1cc2c(cc1NS(=O)(=O)c1ccc(C)cc1)OCO2
1.2	O=C(CN1C2CCC1CC(NC(=O)Nc1ccccc1)C2)NCc1ccco1 (stereo not given)
0.41	O=S(=O)(c1cc(F)cc(F)c1)N1CCN(c2ncccn2)CC1
0.76	CC1(c2nnc(-c3ccncc3)o2)CC(c2ccc(F)cc2)=NO1 (stereo not given)
0.3	O=C(NC1CC2CCCC(C1)N2Cc1cccs1)N1CCOCC1 (stereo not given)

Cav3 T inh	SMILES
-0.34	C/C(=N\NC(=O)c1ccccn1)C12CC3CC(CC(C3)C1)C2
-2.1	CN1CCc2nc(SCc3ccc(Cl)cc3)c(C#N)c(-c3cccs3)c2C1
-0.22	CC(C)c1ccc(NC(=O)CCN2C(=O)c3ccc([N+](=O)[O-])cc3C2=O)cc1
0.42	CCOC(=O)/C(C#N)=C1/SC(C)C(=O)N1c1ccc(Br)cc1 (stereo not given)
0.25	O=C(COc1ccc(Cl)cc1)Nc1ncccn1
0.3	Cc1nc2ccccc2c(=O)n1NS(C)(=O)=O
0.16	c1nc(COc2nsnc2N2CCOCC2)cs1
0.39	CCOC(=O)Cc1c(C)nc(-c2ccccc2)[nH]c1=O
-1.3	Cc1cc(C(F)(F)F)nn1CCCNC(=O)c1cnccn1
0.63	C#Cc1ccc([C@@H]2C=C(C(=O)O)O[C@H](OCc3ccc(CO)cc3)C2)cc1
-1.6	CC(=O)Nc1ccc(OCC(=O)c2ccc(C)cc2C)cc1
-0.24	CCCCc1c(C(=O)O)cc(OC)cc1C(=O)O

Cav3 T inh	SMILES
-2.6	O=C(CN1C(=O)NC2(CCCCC2)C1=O)NCCC1=CCCCC1
-3.3*	CCCCCCN1C=CC(=C/C=C(\C#N)C(=O)OCC)C=C1
0.78	NC(=O)Cn1c2[n+](c3ccccc31)CC(O)CS2 (stereo not given)
0.012	Cc1ccc(N2CC(C(=O)OCC(=O)C(C)(C)C)CC2=O)cc1C (stereo not given)
0.28	CC(C)NS(=O)(=O)c1ccc(OCC(=O)Nc2ccccc2F)cc1
0.54	CC1CCN(c2ncccc2C(=O)O)CC1
0.52	CCOC(=O)Cn1c(=S)[nH]c2c(oc3ccc(Cl)cc32)c1=O
0.061	Cn1ccs/c1=N\S(=O)(=O)c1ccc(Br)cc1
0.024	C=CCNC(=S)NNC(=O)C(CCC(C)C)CC(C)O (stereo not given)
-4.7	Cc1noc(C)c1S(=O)(=O)N(CC(=O)NCc1ccc2c(c1)OCO2)c1ccc(C(C)C)cc1
-0.86	CCN=C(NCC)SC1CC(=O)N(c2cccc(OCC)c2)C1=O (stereo not given)
0.73	Cc1nc(-c2ccc(Cl)cc2)sc1C1(C)CC(c2ccncc2)=NO1 (stereo not given)

Arranged by length of the SMILES (smallest number first): four of the compounds above
Cav3 T inh	SMILES
0.54	CC1CCN(c2ncccc2C(=O)O)CC1
0.061	Cn1ccs/c1=N\S(=O)(=O)c1ccc(Br)cc1
0.78	NC(=O)Cn1c2[n+](c3ccccc31)CC(O)CS2 (stereo not given)
0.73	Cc1nc(-c2ccc(Cl)cc2)sc1C1(C)CC(c2ccncc2)=NO1 (stereo not given)

(further entries)
Cav3 T inh	SMILES
0.19	COC(=O)[C@H](C)NC(=O)Nc1ccccc1C(F)(F)F
0.35	CC(C)(C)S(=O)(=O)c1ccc(S(=O)(=O)C(C)(C)C)s1
1.8	CCCC(C)NC(=O)/C=C/c1cccc([N+](=O)[O-])c1 (stereo not given)
-0.89	O=C(CN1CCOCC1)Nc1ccccc1NC(=O)C1CCN(c2ncccn2)CC1
-4.5*	O=C(NCCSCc1ccco1)Nc1cccc(Cl)c1
0.7	N/C(Cn1nnc(-c2ccccc2)n1)=N\O
0.0069	CCOC(=O)N1CCC(c2nc3ccccc3[nH]2)CC1
-1.4	Cc1cccc(OCCCC(=O)NC(C)c2ccccc2)c1 (stereo not given)
0.14	NC(=O)c1nn(-c2ccccc2)nc1N
1.7	Cc1ccccc1-n1c(=O)c(C#N)cc2c(=O)n3ccccc3nc21
0.44	Cc1ccc(C(=O)OCC(=O)NCc2ccc3c(c2)OCO3)s1
-0.043	N#C/C(=C\C1CC2C=CC1C2)c1nc2ccccc2[nH]1 (stereo not given)

With a hit mark in Cav3 T inh, of those listed so far:
Cav3 T inh	SMILES
-3.4*	c1ccc(CC2CCN(C(c3cccs3)c3nnnn3C3CCCC3)CC2)cc1 (stereo not given)
-3.3*	CCCCCCN1C=CC(=C/C=C(\C#N)C(=O)OCC)C=C1
-4.5*	O=C(NCCSCc1ccco1)Nc1cccc(Cl)c1

Filtered by structure: those above with a CF3 group.
Cav3 T inh	SMILES
0.16	COCCn1nnnc1CN1CCC(O)(c2cccc(C(F)(F)F)c2)CC1
-1.3	Cc1cc(C(F)(F)F)nn1CCCNC(=O)c1cnccn1
0.19	COC(=O)[C@H](C)NC(=O)Nc1ccccc1C(F)(F)F

Additional structures:
Cav3 T inh	SMILES
-1.1	C=C(C)COc1ccc(-c2[nH]ncc2-c2ccc(OC)c(OC)c2)c(O)c1
-0.66	c1ccc(CNc2nc3ccccc3n2CCN2CCOCC2)nc1
0.21	COC(=O)[C@@H]1C[C@@]2(O)[C@H](O)[C@H](O)[C@H](O)C[C@H]2N1Cc1cc(OC)cc(OC)c1
-0.47	Cc1ccccc1NC(=O)C1CC(=O)N(c2ccc3c4c(cccc24)CC3)C1 (stereo not given)
1.5	CCOc1ccc(-c2nn[nH]n2)cc1OCC
-0.018	Cc1ccc2cc(CN(C(=O)c3ccco3)c3ccccc3C)c(=O)[nH]c2c1
0.46	COc1cc2c(cc1NC(=O)COC(=O)C1CC(=O)N(Cc3ccco3)C1)oc1ccccc12 (stereo not given)
-0.48	O=C1CCC(C(=O)Nc2cccc(C(F)(F)F)c2)N1 (stereo not given)
0.23	CC(=O)Nc1ccc2c(c1)nc(CCN1CCN(C)CC1)n2C
1.1	COc1ccc(S(=O)(=O)N(CCc2ccccc2)CC(=O)O)cc1Cl
-3.6	CCCC(C(=O)NC1CCCCC1)N(Cc1ccco1)C(=O)CNS(=O)(=O)c1ccccc1 (stereo not given)
-0.39	COc1ccc(N=C2NC(=O)S/C2=C\c2ccc(N(C)C)cc2)cc1

Cav3 T inh	SMILES
-0.75	CCOC(=O)C1CCCN(C(=O)CC(C)c2ccccc2)C1 (stereo not given)
0.13	NC(=O)C1CCN(CC(=O)c2c[nH]c3ccc(F)cc23)CC1
1.5	Cc1ccc(N(CC(=O)O)S(C)(=O)=O)cc1Cl
0.27	N#CN(CC(N)=O)c1nc(N2CCCCC2)nc(N2CCCCC2)n1
0.56	CCN(CC)S(=O)(=O)c1ccc2c3c(cccc13)C(=O)N2
-1.5	COc1ccc(N(C(=O)CNC(=O)c2ccco2)C(C(=O)NC2CCCCC2)c2ccco2)cc1 (stereo not given)
-0.05	Cn1c(=O)n(C)c2cc(/C=C3/NC(=O)N(Cc4ccccc4)C3=O)ccc21
0.052	O=C(O)C1CSC2c3ccccc3C(=O)N12 (stereo not given)
0.077	CC1CC1C(=O)NCCc1ccc(Cl)cc1 (stereo not given)
-1.1	CCOC(=O)c1c(NC(=O)Cn2nnc3ccccc32)sc2c1CCC(C)C2 (stereo not given)
-0.011	Cc1ccc(-n2nnnc2SCC(=O)Nc2ccc3c(c2)COC3=O)cc1C
-0.57	CC(=O)Nc1ccc(NC(=O)COC(=O)c2ccc(C)s2)cc1

Cav3 T inh	SMILES
-1.9	Cc1nn(Cc2ccc(Cl)cc2)c(C)c1NC(=O)c1noc2c1CCCCC2
-0.36	Cc1cc(C(=O)NCc2cccnc2)n(-c2ccccc2)n1
-0.45	COc1ccccc1OC(=O)C1CC(=O)N(c2ccc(Cl)cc2)C1 (stereo not given)
-2.8	CSc1ccccc1-n1nnnc1SCC(=O)Nc1cc(C)ccc1C
0.6	CC(=O)NC(NC(C)=O)c1ccc(Br)cc1
0.03	CCn1c(SCC(=O)Nc2cccc(OC)c2)nnc1-c1ccc(Cl)cc1
-4.5*	O=[N+]([O-])c1cc(S(=O)(=O)C(F)(F)F)ccc1Sc1nc2ccccc2[nH]1
-0.76	CC(OC(=O)Cc1coc2cc3c(cc12)CCC3)C(=O)NCc1ccc2c(c1)OCO2 (stereo not given)
0.075	CCOC(=O)c1ccc(NC(=O)c2nc[nH]c2C(=O)N[C@H](C)c2ccccc2)cc1
0.15	O=C(COC(=O)c1cnccn1)c1ccc2c(c1)CCCC2
0.038	O=C(CCCN1C(=O)c2ccccc2C1=O)Nc1cccnc1
0.083	Cc1ccc(NCc2nnc3n2CCCCC3)cc1

Cav3 T inh	SMILES
0.58	Clc1cccc(N2CCN(CCNc3nc4ccccc4n4cnnc34)CC2)c1
-5*	Cc1oc(-c2ccccc2)cc1C(=O)Nc1cccc2ccccc12
1.9	COC/C=C/C1=CC2=CC(=O)C(C)(OC(=O)c3cnc4ccccc4n3)C(=O)C2=CN1CCOC (stereo not given)
0.39	O=C(COc1ccc(S(=O)(=O)NCc2ccccc2)cc1)NCC1CCCO1 (stereo not given)
-0.0041	COc1ccc(S(=O)(=O)NCc2ccc(C)cc2)cc1
-2.6	O=C(Cc1ccc(Cl)cc1)Nc1ccc(N2CCN(C(=O)c3ccco3)CC2)c(Cl)c1
0.013	COc1ccc(NC(=O)CCC(=O)c2ccc(-c3ccccc3)cc2)cc1
